aSyn yeast rescue: rescues yeast growth from alpha-synuclein toxicity. S. cerevisiae alpha-synuclein toxicity rescue, BacTiter-Glo growth, 24 h. Potency, µM (highest dose often 46.1 µM), for inactives: at the top dose growth rescue (activation), usual class: activators. hit rate 0.02% among 94,000; active = well fitted activation curve with a large enough effect; inconclusive = small, poorly fitted or top-dose-only effect; note: 0% is about no effect
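Growth restoration measured by BacTiter-Glo luminescence after 24 hr at 30 deg C; alpha-synuclein yeast, raffinose-pregrown to mid-log, were added at OD600=0.02 in galactose medium onto pinned compounds.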
An asterisk follows results filed as active; ? = inconclusive; [ ] = remark or other dose. Potency is the fitted concentration of half-maximal effect. Only part of the results is shown; rates above refer to the full screens.

Start of the listing, in advance, 3 compounds:
SMILES	aSyn yeast rescue
CC(Sc1nc(-c2ccccc2)cc(C(F)(F)F)n1)C(=O)O (configuration not stated)	5.3%
CC(=O)Nc1ccc(S(=O)(=O)NC2(C(F)(F)F)NC(=O)N(c3ccc(C)cc3)C2=O)cc1 (configuration not stated)	1.1%
CSc1ccc(CCNS(=O)(=O)c2cc(-c3cc(C)no3)ccc2C)cc1	?

Results, from the start:
SMILES	aSyn yeast rescue
CC(Sc1nc(-c2ccccc2)cc(C(F)(F)F)n1)C(=O)O (configuration not stated)	5.3%
CC(=O)Nc1ccc(S(=O)(=O)NC2(C(F)(F)F)NC(=O)N(c3ccc(C)cc3)C2=O)cc1 (configuration not stated)	1.1%
CSc1ccc(CCNS(=O)(=O)c2cc(-c3cc(C)no3)ccc2C)cc1	?
CN(C)CCN(C(=O)c1ccc(N2C(=O)CCC2=O)cc1)c1nc2cc3c(cc2s1)OCO3	12.5%
COc1ccc(N2CCN(c3oc(/C=C/c4ccc(F)cc4)nc3C#N)CC2)cc1	-17.7%
COc1ccc(/C=C/C(=O)N2CCCc3ccccc32)c(OC)c1	-11.1%
CCOc1ccc(NC(=S)NCCCc2ccccc2)cc1	4.9%
CC(Nc1ccc(-c2nc(-c3cccnc3)no2)cc1[N+](=O)[O-])c1ccccc1 (configuration not stated)	3.8%
CCN(c1cccc(C)c1)S(=O)(=O)c1ccc(-n2cccn2)cc1	12.7%
CCn1c(SCC(=O)N2CCCC2=O)nc2ccccc21	8.8%
CC1CC(C)CN(S(=O)(=O)c2cc3c4c(c2)CCC(=O)N4CCC3)C1 (configuration not stated)	-3.3%
Cc1ccc(Cn2ccnc2SCC(=O)NCc2ccccc2)cc1	3.3%

Reprinted at random: six compounds from above.
SMILES	aSyn yeast rescue
CCOc1ccc(NC(=S)NCCCc2ccccc2)cc1	4.9%
CC(Sc1nc(-c2ccccc2)cc(C(F)(F)F)n1)C(=O)O (configuration not stated)	5.3%
CCN(c1cccc(C)c1)S(=O)(=O)c1ccc(-n2cccn2)cc1	12.7%
CC(Nc1ccc(-c2nc(-c3cccnc3)no2)cc1[N+](=O)[O-])c1ccccc1 (configuration not stated)	3.8%
COc1ccc(N2CCN(c3oc(/C=C/c4ccc(F)cc4)nc3C#N)CC2)cc1	-17.7%
COc1ccc(/C=C/C(=O)N2CCCc3ccccc32)c(OC)c1	-11.1%

(list continues)
SMILES	aSyn yeast rescue
COc1ccc(C)cc1NC(=O)C(Cc1ccccc1)NS(=O)(=O)c1ccc(Br)s1 (configuration not stated)	5.5%
CC(C)CC#Cc1ccc2c(c1)O[C@H](CN(C)C(=O)Cc1ccncc1)[C@H](C)CN([C@H](C)CO)S2(=O)=O	-10.2%
CCOC(=O)c1[nH]c2ccc(OC)cc2c1NC(=O)/C=C/c1ccc2c(c1)OCO2	-6.2%
O=C1CCC(C(=O)Nc2nnc(C3CC3)s2)=NN1	-6.1%
Cc1c(C(=O)OC2CCCCC2)[nH]c2c1C(=O)CC(c1ccccc1Cl)C2 (configuration not stated)	-4.4%
COc1cccc(C(=O)N2CCN(Cc3cn[nH]c3-c3ccc(F)cc3F)CC2)c1	2.5%
CCC(C)(C)NC(=O)CCCSc1nc2ccccc2s1	0.6%
CN(c1ccc(C(=O)Nc2cccc([N+](=O)[O-])c2)cc1)S(C)(=O)=O	-7.3%
COc1ccc(OC)c(NC(=O)CSc2nnc3ccc4ccccc4n23)c1	3.7%
CCCNC(=O)Nc1ccc(C)cc1C	-10.8%
COc1cc(C(=O)OCC(=O)NCCN2C(=O)CSC2=O)ccc1OCc1c(C)noc1C	-37.6%[inhibitor]
O=C(COC(=O)Cn1cnc2ccccc21)Nc1cc(S(=O)(=O)N2CCOCC2)ccc1Cl	0.0%
COc1ccc(C2=Nc3ccc(OC(F)(F)F)cc3NC(c3cccnc3)=N2)cc1	0.2%
COc1ccc(-c2cc3nc(C)cc(N4CCN(C(=O)c5cccnc5)CC4)n3n2)cc1	2.6%
Cc1ccc(NC(=O)Cc2nnc(SCC(=O)NC3=NCCS3)n2C)cc1	-5.5%
Cc1ccc(C)c(CN2C(=O)c3ccccc3Sc3ccc(C(=O)NCCCOC(C)C)cc32)c1	7.1%
CCc1ccccc1NC(=O)Cn1cc(S(=O)(=O)N2CCCC2)c(S(=O)(=O)N2CCCC2)c1	4.6%
CC(C)CC1C(=O)N(Cc2cn(Cc3ccco3)nn2)CCS(=O)(=O)N1Cc1ccc(-c2ccncc2)cc1 (configuration not stated)	4.1%
COc1ccc(Cn2c(C(=O)O)c(CNCC(C)c3ccccc3)c3ccc(OC)cc32)cc1 (configuration not stated)	6.3%
CCOc1ccc(NC(=O)c2ccc3snnc3c2)cc1	6.5%
COc1ccc(NC(=O)CN(c2ccc(C)cc2)S(=O)(=O)c2cccs2)cc1	-0.9%
COc1ccc(NC(=O)c2nnn(CC(=O)Nc3c(C)cc(C)cc3C)c2N)cc1OC	0.2%
COc1ccc(-n2c(=O)c3ccc(C(=O)NCc4ccc(C)cc4)cc3n(CC(=O)Nc3cccc(F)c3)c2=O)cc1	5.1%
CCOC(=O)c1c(C)[nH]c(C(=O)OCc2ccccc2F)c1C	-6.0%
Cc1ccc(N2CCN(Cc3nnc(-c4ccc5c(c4)OCO5)o3)CC2)c(C)c1	6.4%
Clc1ccc(CO/N=C2\CCCc3nonc32)cc1	7.8%
CC1CCCN(C(c2ccccc2)c2sc3ncnn3c2O)C1 (configuration not stated)	-1.2%
Cc1cc2nn(-c3ccc(F)cc3)nc2cc1NC(=O)c1ccc(OC(C)C)cc1	0.3%
Cc1ccc(NC(=O)c2ccc(CNS(=O)(=O)c3ccc4c(c3)C(C)(C)C(=O)N4C)cc2)cc1F	-3.3%
Cc1ccc(NC(=O)Cn2c(C)cc(C)c(C#N)c2=O)cc1F	4.6%
CCN1C(=O)[C@H]2[C@@H](c3ccc(C(F)(F)F)cc3)N[C@]3(CCCN(Cc4ccc(C)cc4)C3=O)[C@H]2C1=O	-0.3%
O=C(c1ccc(-c2ccccc2)c(F)c1)C1CCCN(C(=O)c2cncs2)C1 (configuration not stated)	11.1%
O=C(Nc1nc(=O)[nH]s1)c1ccccc1	4.5%
COc1cccc(NC(=O)c2csc3c2CCCCC3)c1	-36.6%[inhibitor]
Cc1ccc(S(=O)(=O)N(C)C)cc1NC(=O)COC(=O)C1CC(=O)N(c2ccc3c(c2)OCCO3)C1 (configuration not stated)	-0.7%
C/C(=N/NC(=O)c1cc(-c2cccc([N+](=O)[O-])c2)n[nH]1)c1cccc(O)c1	-5.5%
CCc1ccccc1NC(=O)Cn1c2ncccc2c(=O)n1-c1ccccc1	-0.2%
COc1ccc(OCC(=O)NNC(=S)NC(=O)c2ccc([N+](=O)[O-])cc2)cc1	-2.2%
CCCCNC(=O)c1cc(-c2ccc(OC)c(OC)c2)on1	1.4%
CCOC(=O)C1=C(COC(=O)/C=C/c2ccccc2F)NC(=O)NC1C (configuration not stated)	6.6%
COc1ccccc1NC(=O)Cn1nc(-c2ccc(C)cc2)c2c(c1=O)CCCC2	24.9%
CC(=O)Nc1nonc1-c1nnc(SCC(=O)Nc2cc(C)ccc2C)n1-c1ccccc1	2.1%
C[C@@H]1CN([C@@H](C)CO)C(=O)c2cc(C#Cc3cccc(F)c3)cnc2O[C@@H]1CN(C)CC1CCOCC1	2.7%
CCc1cccc2[nH]c3cc([N+](=O)[O-])ccc3c12	8.3%
COc1ccc(-c2noc(CCC(=O)Nc3cccc(C(=O)NC4CC4)c3)n2)cc1OC	-3.1%
COCCNC(=O)c1ccc(N2CC3CC(C2)c2cccc(=O)n2C3)c(NC(=O)c2ccccc2Cl)c1 (configuration not stated)	0.4%
O=C(c1cccc(NS(=O)(=O)c2ccccc2)c1)N1CCCCC1	4.0%
O=C(CNc1ccc(F)cc1)N/N=C1\CCCc2ccccc21	-1.8%
CCc1ccc(OCC(=O)N(Cc2ccc(C(C)C)cc2)C2CCS(=O)(=O)C2)cc1 (configuration not stated)	?
Cc1ccc(CNC(=O)Cn2cc(S(=O)(=O)Cc3cccc(Cl)c3)c3ccccc32)cc1	2.9%
CCOc1ccc(CNC(=O)c2cccc(NC(=O)N3CCSc4ncccc43)c2)cc1OC	-0.5%
Cc1ccsc1/C=N/NC(=O)c1nnn(-c2nonc2N)c1C	10.9%
CCOc1ccccc1CNS(=O)(=O)c1cc2c(cc1C)NC(=O)CO2	-6.7%
COc1ccccc1NC(=O)c1sc2nc3c(c(C(F)(F)F)c2c1N)CN(C(C)=O)CC3	10.3%
CCCCN1C(=O)C(CC(=O)NCC2CCCCC2)CC(C(=O)N(C(C)C)C(C)C)=C1C (configuration not stated)	-8.5%
O=C(NCc1ccc2c(c1)OCO2)c1cc(-c2cc(Cl)ccc2O)n[nH]1	-3.3%
CCOc1ccc(-c2nc3c(c(SCC(=O)N4CCCCC4)n2)Cc2ccccc2O3)cc1	-1.4%
CCN(CCc1ccccc1)c1ccc2c(c1)C1CC2CCN1Cc1ccccc1 (configuration not stated)	-1.5%
O=C(CCC1CCCC1)Nc1cc(C(F)(F)F)ccc1N1CCOCC1	-32.6%[inhibitor]
Cc1cccc(-n2c(Cc3ccccc3)nnc2SCc2nc(-c3cccs3)no2)c1	25.2%
More compounds follow.
SMILES	aSyn yeast rescue
O=C(CSc1cn[nH]n1)Nc1ccc(O)c(C(=O)O)c1	-9.3%
CCSc1nnc2n1C(C)(C)Cc1ccccc1-2	11.7%
COc1ccc(C2=NS(=O)(=O)N(C)C(C(=O)NC3CCCC3)=C2)cc1OC	1.1%
O=C(O)C1C2CCC1C(O)C2 (configuration not stated)	-0.9%
Cc1ccc(N(CC(=O)NCc2ccco2)C(=O)CCC(=O)Nc2nccs2)cc1C	-11.6%
CCCCOc1ccc(C(=O)NCCc2csc(-c3ccc(OC)cc3)n2)cc1	-40.9%[inhibitor]
NS(=O)(=O)c1ccc(N/N=C/c2ccc(O)c(O)c2O)c([N+](=O)[O-])c1	-20.6%
NNC(=O)CSc1c(-c2ccccc2)c2cc(Cl)ccc2[nH]c1=O	-0.1%
C[C@H]1CN([C@@H](C)CO)S(=O)(=O)c2ccc(-c3ccccc3)cc2O[C@H]1CN(C)C(=O)C1CCC1	-6.9%
CCOc1ccc(OCC)c(NS(=O)(=O)c2ccc(-c3coc(C)n3)cc2)c1	23.6%
COc1ccc(-c2nnc(NC(=O)c3ccccc3[N+](=O)[O-])s2)c(OC)c1	-1.4%
Cc1ccnc(N(C(=O)Nc2ccccc2)C2=NCC(C)(C)S2)c1	1.7%
Cc1oc2ncn(CC(C)C)c(=O)c2c1C(=O)N(CCN(C)C)Cc1ccccc1	-6.7%
Cc1cccc(N/C(N)=N/c2nc(CSc3ccc(Cl)cc3)cc(=O)[nH]2)c1	-3.9%
O=C(c1cnc2sccn2c1=O)N1CCCc2ccccc21	-5.8%
COc1ccccc1N1CCN(c2ccc3c(c2)S(=O)(=O)c2cccc(C(=O)NCc4cccc(F)c4)c2C3=O)CC1	-8.5%
COc1ccc(C)cc1NC(=O)CCNC(=O)Cn1ccc2ccccc2c1=O	8.3%
COc1cc(/C=C2\SC(c3ccccc3)=NC2=O)cc(Cl)c1O	-39.5%[inhibitor]
Cc1ccc(NC(=O)c2csc3c2CCCC3)cc1	-5.9%
Cc1ccc(C)c(N2CCN(C(=O)CCc3nnc4n(CC(C)C)c(=O)c5ccccc5n34)CC2)c1	-6.0%
CN(C)S(=O)(=O)c1ccc(Cl)c(NC(=O)COC(=O)c2cc(-c3ccccc3)nc3ccccc23)c1	11.3%
O=C(CCC(=O)N1CCOc2ccc(Cl)cc21)N1CCN(c2ccccn2)CC1	-2.3%
CCN(C(=O)/C=C/c1ccc(OC)cc1)C1CCS(=O)(=O)C1 (configuration not stated)	-0.6%
CCC(Sc1nnc(C)n2c1cc1sccc12)C(=O)Nc1ccccc1F (configuration not stated)	13.8%
O=C(NC1CCS(=O)(=O)C1)C1CCCC1 (configuration not stated)	-0.1%
COCCN(C(=O)/C=C/c1ccccc1)c1nnc(-c2cccnc2)s1	-1.7%
O=C(Cn1cnc2scc(-c3ccc(F)cc3)c2c1=O)NCC(c1ccco1)N1CCCC1 (configuration not stated)	-4.6%
CCOC(=O)Cn1c(=NC(=O)CSC(C)=O)sc2cc(F)ccc21	5.5%
Cc1cc2n(n1)CCCN2C(=O)Nc1ccccc1C(F)(F)F	4.5%
O=C(C1COc2ccccc2O1)N1CCn2c(nc3ccccc32)C1 (configuration not stated)	5.6%
COCCNC(=O)CSc1nc(-c2ccc(C)cc2)[nH]c1-c1ccc(OC)cc1	-8.7%
C#CC(C)(CC)NC(=O)Cn1nnc(-c2ccc(OCc3ccccc3Cl)cc2)n1 (configuration not stated)	-8.5%
CCn1nc(C)c2c(-c3ccccc3)cc(=O)n(C(C)C(=O)Nc3ccc(OC)c(OC)c3)c21 (configuration not stated)	2.0%
CCOC(=O)C(NC(=O)Nc1ccc(F)cc1F)(Oc1ccc(F)cc1)C(F)(F)F (configuration not stated)	0.7%
CC(=O)c1ccc(NC(=O)C2CCCN(S(=O)(=O)c3ccc(-n4cnnn4)cc3)C2)cc1 (configuration not stated)	-0.2%
O=C(Cc1ccccc1)NCCN1CCCC1	-3.5%
COc1ccc(/C=C/C(O)=C2/C(=O)NC3(C)CC2c2ccccc2O3)c(OC)c1OC (configuration not stated)	-3.6%
COc1ccc(-c2nc(CSc3nncn4c3cc3sccc34)c(C)o2)cc1OC	-0.9%
CC1CCCN(C(=O)CSc2c3c(nc4cc(Cl)ccc24)CCCC3)C1 (configuration not stated)	7.3%
O=C(CSc1nc(=O)n(CCN2CCOCC2)c2c1CCC2)Nc1ccc(Cl)c(Cl)c1	-2.4%

Structures from the list above that have a cyano group:
SMILES	aSyn yeast rescue
COc1ccc(N2CCN(c3oc(/C=C/c4ccc(F)cc4)nc3C#N)CC2)cc1	-17.7%
Cc1ccc(NC(=O)Cn2c(C)cc(C)c(C#N)c2=O)cc1F	4.6%

Screening results from PubChem BioAssay.
